Bioassay records (PubChem BioAssay)
RNase H inhibition: RNase H inhibition, HIV 1 Gag Pol polyprotein, FRET biochemical assay, screening (AID 372). HIV-1 RT RNase H, FRET RNA/DNA substrate fluorescence; higher % means a stronger effect. inhibition, % at 10 µM, or IC50 in µM where a hit was titrated. 100,000 compounds, 0.77% hits; in the data active means inhibition above about 50%
An asterisk follows results filed as active.

SMILES | RNase H inhibition
COc1ccc(-c2cc(C(F)(F)F)n3nc(C(=O)O)c(Cl)c3n2)cc1 | 22%
COc1ccccc1C1NC(=O)NC(C)=C1C(=O)OCc1ccccc1 (stereo not given) | 8%
COc1ccc(NC(=O)CSCc2ccccc2C)cc1OC | 2%
CCOC(=O)C1=C(C)N=c2s/c(=C/c3ccc(-c4ccc([N+](=O)[O-])cc4)o3)c(=O)n2C1c1cc(OC)ccc1OC (stereo not given) | 0%
CCOC(=O)C1=C(C)N=c2s/c(=C/c3ccc(C)o3)c(=O)n2C1c1c(OC)ccc2ccccc12 (stereo not given) | 11%
Cc1cc(C)c2c(=O)[nH]c(SCc3ccccc3)nc2n1 | 10%
CC(C)(C)NC(=O)CCN1C(=O)c2ccccc2C1=O | 0%
Nc1ccc(S(=O)(=O)O)c2cccc(S(=O)(=O)O)c12 | 6%
CCc1ccc(-c2nn(-c3cc(Cl)ccc3[N+](=O)[O-])c(=O)c3ccccc23)cc1 | 0%
CCc1ccccc1N(CC(=O)Nc1ccc(Br)cc1)S(C)(=O)=O | 9%
Cc1ccccc1/C=N/NC(=O)c1ccccc1O | 7%
Cc1ccc(/C=C2\SC(=S)N(CC(=O)NC3CCCC3)C2=O)cc1 | 14%
Clc1ccc(CSc2nnc(-c3ccco3)n2-c2ccccc2)cc1 | 19%
COc1cc(/C=C2\SC(=O)NC2=O)ccc1OCCOc1cc(C)cc(C)c1 | 32%
c1ccc(C2N(c3ccccc3)CCN2c2ccccc2)cc1 | 10%
N#C/C(=C\c1ccc(-c2ccc(C(=O)O)cc2)o1)C(=O)NCc1ccco1 | 0%
CCOC(=O)C(CCc1nnc(N)s1)C(=O)OCC | 3%
CC[n+]1c(/C=C/c2ccc(-c3ccc([N+](=O)[O-])cc3)o2)ccc2ccccc21 | 7%
O=C(/C=C\NCC(=O)c1ccccc1)c1ccc2ccccc2c1 | 16%
CC(=C\c1ccccc1)/C=C1/SC(N)=NC1=O | 12%
Cc1ccc(NC(=O)CN(c2ccc(C)c(Cl)c2)S(C)(=O)=O)c(C)c1 | 11%
CCOc1c(I)cc(C=C2C(=O)N(C)C(=S)N(C)C2=O)cc1OC | 7%
COC(=O)c1ccc(N2C(=O)NC(=O)/C(=C\c3cc(Br)ccc3OCc3ccccc3)C2=O)cc1 | 9%
COc1ccc(/C=C/C(=O)c2c3c(c(C)[nH]c2=O)CCCC3)cc1 | 4%
O=C1C(=O)N(c2ccccc2)C(c2ccccc2)/C1=C(/O)c1ccccc1 (stereo not given) | 4%
Additional results follow:
SMILES | RNase H inhibition
O=C(Nc1ccc(Nc2ccccc2)c2c1C(=O)c1ccccc1C2=O)c1ccccc1 | 1%
Cn1/c(=N/N=C/c2c(F)cccc2Cl)sc2ccccc21 | 12%
NC(=O)Cn1c(-c2nonc2N)nc2ccccc21 | 0%
Cc1cc(/C=C2\NC(=S)NC2=O)c(C)n1-c1cccc([N+](=O)[O-])c1 | 0%
COC(=O)C1=NN(C(=O)c2cccc(OC)c2)C(C)(O)C1 (stereo not given) | 5%
COc1ccc(NC(=O)c2cc(Cl)c(OC)c(Cl)c2)cc1 | 9%
COc1ccccc1CNC(=O)c1ccc(CN(c2ccccc2)S(=O)(=O)c2ccccc2)cc1 | 14%
O=C(COc1ccc(Br)cc1)Nc1ccc2oc(-c3ccc(F)cc3)nc2c1 | 36%
Cc1cc(C)cc(NC(=O)C(=O)NCC(C)O)c1 (stereo not given) | 4%
COC(=O)C1=C(C)N(c2cc(C)cc(C)c2)/C(=C/c2ccc(OCc3ccccc3)cc2)C1=O | 2%
CCCC(=O)Nc1ccc(NC(=O)c2cc(Br)ccc2Cl)cc1 | 0%
Cc1cccc(NC(=O)c2ccc([N+](=O)[O-])cc2)c1 | 6%
COc1ccccc1C1NC(c2ccccc2OC)C2C(=O)C1C(c1ccccc1OC)NC2c1ccccc1OC (stereo not given) | 0%
Cc1cc(C)c(OCCCCCN2CCCC2)c(C)c1 | 4%
COc1ccc(OC)c(NC(=S)NC(NC(=O)Cc2ccccc2)C(Cl)(Cl)Cl)c1 (stereo not given) | 0%
C/C(Cc1ccccc1)=N/NC(=O)c1cc(-c2ccccc2)nc2ccccc12 | 9%
O=C(Nc1ccccc1)C(C(=O)Nc1ccccc1)C12CC3CC(CC(C3)C1)C2 | 7%
COc1cc(/C=C2/SC(=S)N(CC(=O)Nc3ccccn3)C2=O)cc(OC)c1OC | 23%
Cc1ccc(C(C)C)c(OCC(=O)N/N=C/c2ccc(-c3cccc(Cl)c3Cl)o2)c1 | 27%
O=C(/C=C/c1cc2c(cc1Br)OCCO2)c1c(-c2ccccc2)c2cc(Cl)ccc2[nH]c1=O | 29%
C(=N\c1nccs1)/c1c[nH]c2ccccc12 | 1%
CC1(N2CCOCC2)CC(=O)N(c2ccccc2)O1 (stereo not given) | 0%
CCOc1ccc(/C=C2/SC(N3CCCC3)=NC2=O)c(OCC)c1 | 34%
Cc1ccc2nc(N/N=C/c3ccc4ncccc4c3)nc(-c3ccccc3)c2c1 | 16%
COc1ccccc1OCCSc1nc2nc(N)nc(N)c2[nH]1 | 12%

Two records drawn at random from the list so far:
SMILES | RNase H inhibition
CCc1ccc(-c2nn(-c3cc(Cl)ccc3[N+](=O)[O-])c(=O)c3ccccc23)cc1 | 0%
Cc1ccc(NC(=O)CN(c2ccc(C)c(Cl)c2)S(C)(=O)=O)c(C)c1 | 11%

Following part:
SMILES | RNase H inhibition
CCCC(=O)Nc1cccc(NC(=O)COc2ccc(Br)cc2)c1 | 18%
COc1ccc(CNc2ncn[nH]2)cc1 | 9%
CCC(C)c1ccc(NC(=O)Cc2ccc(Cl)cc2)cc1 (stereo not given) | 10%
CCOc1ccccc1C=Nc1ccccc1-c1ccccc1N=Cc1ccccc1OCC | 3%
CC1=C(C(=O)Nc2ccc(C)c(C)c2)C(c2ccc(Cl)cc2)NC(=S)N1 (stereo not given) | 9%
CCN(CC)c1ccc(N2C(=O)/C(=C/c3ccc([N+](=O)[O-])cc3)SC2=S)cc1 | 4%
Nc1nonc1C(=O)NCCNC(=O)c1cccc(Br)c1 | 4%
c1ccc(-c2ccccc2-n2cnnn2)cc1 | 13%
Cc1cc(OCCCN2CCCCC2)ccc1Cl | 8%
Cc1c(NC(=O)CCN2C(=O)S/C(=C\c3ccc(Cl)cc3)C2=O)c(=O)n(-c2ccccc2)n1C | 13%
Cn1cnc2cc(NCc3ccc(Cl)cc3)ccc21 | 12%
Cc1ccc(NC(=O)COc2ccc(Cl)cc2C)c([N+](=O)[O-])c1 | 7%
COc1ccc(C2(CNC(=O)c3cc4ccccc4o3)CCOCC2)cc1OC | 4%
CCCCOC(=O)Nc1nnc(COc2ccccc2)s1 | 28%
O=C(Nc1nccs1)c1ccc2c(c1)C(=O)N(C1CCCCC1)C2=O | 16%
CCOc1ccc(C(=O)Nc2ccc(-c3nc4ncccc4o3)cc2)cc1[N+](=O)[O-] | 5%
Cn1c2c(c(=O)n(C)c1=O)C(c1ccc(Br)cc1)C1=C(N2)c2ccccc2C1=O (stereo not given) | 9%
CC(=O)c1c(-c2ccccc2)c2cc(C)ccc2[nH]c1=O | 7%
CCCCCCN1C(=O)NC(=O)/C(=C\c2ccc(O)c(OC)c2)C1=O | 19%
CCOc1ccc(OCC)c(N2C(=O)NC(=O)/C(=C\c3ccc(Br)o3)C2=O)c1 | 13%
COc1cc(/C=C2/SC(=S)N(C)C2=O)ccc1OCc1ccc(Br)cc1 | 0%
O=[N+]([O-])c1c(N2CCCCCC2)ccc2nonc12 | 2%
COc1ccc(CP(=O)(c2ccccc2)c2ccccc2)cc1 | 2%
CCOC(=O)c1c(-c2ccc(-c3ccccc3)cc2)csc1NC(=O)C(C)C | 31%
CC(=NCc1ccccc1)c1cc(Cl)ccc1O | 26%
The list goes on.
SMILES | RNase H inhibition
CCCC1=NN2C(=N)/C(=C/c3ccccc3OS(=O)(=O)c3ccccc3)C(=O)N=C2S1 | 1%
O=S(=O)(CCc1ccccc1)/N=C/c1cc(Br)ccc1O | 8%
CC(/C=C/c1ccccc1)=N\NC(=O)c1ccc(N2CCCC2=O)cc1 | 2%
NS(=O)(=O)c1ccc(Nc2nnc(-c3ccccc3)c3ccccc23)cc1 | 9%
Cc1ccc(-c2csc(/C(C#N)=C/c3cccc(F)c3)n2)c(C)c1 | 5%
O=C(NN1C(=O)CSC1=S)c1ccccc1Cl | 6%
COc1ccc(C(=O)Nc2ccc(N(C)C)cc2)cc1 | 13%
O=C1/C(=C/c2ccc(F)cc2)SC(=S)N1c1ccc(Cl)cc1 | 6%
Cc1ccc(NC(=O)O/N=C\c2ccc(F)cc2)cc1 | 9%
Cc1cc(C)c2[nH]c3nc(=S)[nH]nc3c2c1 | 7%
CCOC(=O)C(Cc1c[nH]c2ccccc12)NC(=O)c1cc2ccccc2oc1=O (stereo not given) | 15%
Cc1ccnc(NS(=O)(=O)c2ccc3ccccc3c2)c1 | 36%
CC(C)(C)Nc1c(N)c(=O)oc2ccccc12 | 4%
CCOC(=O)C1=C(O)/C(=C/c2ccccc2OCc2ccc(F)cc2)SC1=Nc1ccc(C)cc1 | 17%
CCCCOC(=O)c1cc(=O)[nH]c2ccc(Br)cc12 | 15%
O=S(=O)(NCCN1CCOCC1)c1cc(Cl)ccc1Cl | 0%
O=C(O)CCCC(=O)Nc1ccc(CC(=O)O)cc1 | 1%
CCCCOc1ccc(/C=C2/C=C(c3ccccc3)OC2=O)cc1 | 2%
COc1ccc2c(c1)-c1c(ssc1=S)C(C)(C)N2C(=O)Cc1ccccc1 | 7%
Cc1nc2ccccc2c(=O)n1CC(C)C | 10%
C#CCSc1nc2ccccc2n1C(=O)c1ccc(S(=O)(=O)N2CCCCC2)cc1 | 12%
O=C(NCCCCc1ccccc1)Nc1ccccc1 | 0%
CCN(CC)S(=O)(=O)c1ccc(NC(=O)c2cccs2)cc1 | 14%
COc1ccccc1N1CCN(C(=O)c2ccccc2Oc2ccccc2)CC1 | 9%
CC(=O)N1CCN(c2ccc([N+](=O)[O-])cc2Cl)CC1C (stereo not given) | 2%
The results go on:
SMILES | RNase H inhibition
S=C(Nc1ccccc1)N1CCN(C(=S)Nc2ccccc2)CC1 | 9%
COc1ccc(/C=N/NC(=O)C(=O)NC2CCCCC2)c(OC)c1 | 5%
CCOC(=O)C1=C(C)NC2=C(C(=O)CCC2)C1c1ccc(I)cc1 (stereo not given) | 4%
CCOC(=O)CCc1c(C)nc2cc(-c3cccc(Cl)c3)[nH]n2c1=O | 0%
N#C/C(=C/c1ccc2c(c1)OCO2)C(=O)Nc1cccc(Br)c1 | 11%
CC1=Nc2ccccc2/C1=C/c1c(O)n(-c2ccc(F)cc2)c(=S)[nH]c1=O | 17%
O=Cc1cccc(OCc2ccccc2F)c1 | 3%
Cc1ccsc1CN1CCN(c2ccccn2)CC1 | 0%
O=C1/C(=C/c2ccccc2C(F)(F)F)SC(=Nc2ccccc2)N1c1ccccc1 | 22%
CCC(C)c1ccccc1OCCOc1ccc(/C=C2\SC(=S)NC2=O)cc1OC (stereo not given) | 38%
CCOc1ccc(-c2n[nH]c(C(=O)N/N=C/c3cccnc3)c2C)cc1 | 14%
CCCN1CCC(N2CCN(c3ccc(C(C)=O)cc3)CC2)CC1 | 0%
c1coc(CNCC2OCc3ccccc3CO2)c1 | 1%
CCOC(=O)c1c(NC(=O)c2ccc3c(c2)OCO3)sc(C(=O)Nc2ccccc2F)c1C | 11%
Cc1ccccc1/C=N/N1CCN(Cc2ccc(Cl)cc2)CC1 | 2%
C=CCOc1ccc(/C=C2\C(=O)C(C(=O)OC)=C(C)N2c2ccc(F)cc2)cc1 | 9%
Nc1ccc(/C=C/C(=O)c2cccs2)cc1 | 6%
O=C(O)/C(=C\c1cccc(Br)c1)NC(=O)c1ccccc1 | 5%
O=C(CCC(=O)N/N=C/c1ccccc1C(F)(F)F)N/N=C/c1ccccc1C(F)(F)F | 17%
Cc1ccc(N2C(=O)C3C4C=CC(CC4)C3C2=O)cc1Br (stereo not given) | 13%
COc1cc(N2C(=O)NC(=O)/C(=C\c3cc(I)c(O)c(OC)c3)C2=O)c(OC)cc1Cl | 10%
Cc1c(C(c2ccc([N+](=O)[O-])o2)c2c(C)n(C)n(-c3ccccc3)c2=O)c(=O)n(-c2ccccc2)n1C | 7%
O=S(=O)(NCc1ccc(C=Nc2ccc(Br)cc2F)o1)c1ccccc1 | 9%
CN(C)C=NC1=NN(c2ccccc2)CC1 | 0%
O=C(CNC(=O)c1ccccc1)NCCc1ccccc1 | 1%
Following part.
SMILES | RNase H inhibition
Cc1cc(=O)oc2cc(OCC(=O)c3ccc(Cl)cc3Cl)ccc12 | 0%
COc1ccc(C(C)(C)C)cc1NC(=O)C1CC(=O)N(c2ccccc2)C1 (stereo not given) | 14%
CN1C(=O)/C(=C\c2ccc(OC(=O)c3ccc(Cl)cc3)cc2)SC1=S | 7%
Cc1nc2ccccc2n1CC(O)COc1ccccc1Cl (stereo not given) | 19%
O=S(=O)(Nc1ccccc1)c1ccc2nsnc2c1 | 0%
Cc1ccc(NC(=O)c2ccncc2)cc1 | 3%
Cc1ccc(CNC(=O)C(=O)NCc2ccccc2)cc1 | 0%

Entries shown so far containing fluorine, in the order listed:
SMILES | RNase H inhibition
COc1ccc(-c2cc(C(F)(F)F)n3nc(C(=O)O)c(Cl)c3n2)cc1 | 22%
Cn1/c(=N/N=C/c2c(F)cccc2Cl)sc2ccccc21 | 12%
O=C(COc1ccc(Br)cc1)Nc1ccc2oc(-c3ccc(F)cc3)nc2c1 | 36%
Cc1ccc(-c2csc(/C(C#N)=C/c3cccc(F)c3)n2)c(C)c1 | 5%
O=C1/C(=C/c2ccc(F)cc2)SC(=S)N1c1ccc(Cl)cc1 | 6%
Cc1ccc(NC(=O)O/N=C\c2ccc(F)cc2)cc1 | 9%
CCOC(=O)C1=C(O)/C(=C/c2ccccc2OCc2ccc(F)cc2)SC1=Nc1ccc(C)cc1 | 17%
CC1=Nc2ccccc2/C1=C/c1c(O)n(-c2ccc(F)cc2)c(=S)[nH]c1=O | 17%
O=Cc1cccc(OCc2ccccc2F)c1 | 3%
O=C1/C(=C/c2ccccc2C(F)(F)F)SC(=Nc2ccccc2)N1c1ccccc1 | 22%
CCOC(=O)c1c(NC(=O)c2ccc3c(c2)OCO3)sc(C(=O)Nc2ccccc2F)c1C | 11%
C=CCOc1ccc(/C=C2\C(=O)C(C(=O)OC)=C(C)N2c2ccc(F)cc2)cc1 | 9%
O=C(CCC(=O)N/N=C/c1ccccc1C(F)(F)F)N/N=C/c1ccccc1C(F)(F)F | 17%
O=S(=O)(NCc1ccc(C=Nc2ccc(Br)cc2F)o1)c1ccccc1 | 9%

A portion of the library, so the mix of outcomes need not match the whole.
